core dimer inh – inhibitors of HCV core protein dimerization, primary screen, biochemical, TR-FRET, high-throughput. TR-FRET GST/Flag-core106 dimerization, 1536-well. inhibition, % at 5 µM. 0.33% of 300,000 active. AID 1899, 2009;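 active = inhibition above the mean of all tested compounds plus 3 SD, set per screening campaign, cut at about 45% in these data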
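Assay system: Tagged HCV core106 pair (GST and Flag) | Buffer or medium: KF-containing HEPES buffer, pH 7.45, DTT, CHAPS, BSA | Also added: Eu donor and XL665 acceptor anti-tag antibodies | Dosing: One concentration, 5 µM, in 0.5% DMSO | Timing: 4 h at 22.5 °C | Technique: TR-FRET 671 and 617 nm emission | Repeats: Singlicate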
procasp3 activ – activators of human procaspase-3 D3A mutant, primary screen, biochemical, absorbance, PC-3 D3A mutant, single concentration. recombinant procaspase-3 D3A, Ac-DEVD-pNA absorbance 405 nm. 0.11% of 330,000 active. activation, % at 8.5 µM. AID 463141, 2010;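 active = activation above the mean of all tested compounds plus 3 SD, cut at about 21% in these data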;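 note: 0% = DMSO alone and 100% = DMSO wells spiked with extra 5 µM PC-3 D3A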
Target sequence (P42574 whole entry D9A/D28A/D175A): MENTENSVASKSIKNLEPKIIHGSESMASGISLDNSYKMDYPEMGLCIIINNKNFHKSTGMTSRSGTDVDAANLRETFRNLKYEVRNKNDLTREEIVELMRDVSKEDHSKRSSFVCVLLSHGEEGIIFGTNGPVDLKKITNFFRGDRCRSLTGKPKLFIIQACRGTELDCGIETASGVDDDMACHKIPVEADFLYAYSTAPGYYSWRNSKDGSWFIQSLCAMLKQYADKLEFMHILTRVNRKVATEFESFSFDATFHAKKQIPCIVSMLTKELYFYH
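Assay system: Procaspase-3 D3A mutant, all three cleavage aspartates alanine. Buffer or medium: Zinc-free HEPES saline buffer with Triton X-100. Times: 1 h compound preincubation, 2 h substrate hydrolysis at 25 °C. Measured by: 405 nm absorbance of p-nitroaniline, reads at 0 and 120 min. Read-out basis: percent activation relative to control range. Replicates: singlicate.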
TPT1 inh – Candida albicans TPT1 enzyme inhibitors, primary screen, biochemical, fluorescence polarization; tRNA 2'-phosphotransferase TPT1 (Candida albicans SC5314); recombinant caTPT1, FP RNA substrate dephosphorylation; inhibition, % at 5 µM; 0.81% of 300,000 active;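 active = inhibition above the mean of all tested compounds plus 3 SD, set per screening campaign, cut at about 24% in these data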;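 note: plate controls were DMSO alone for no effect and ferristatin control at 100 nM for full effect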
PP5 primary – PP5 phosphatase inhibitors, primary screen, biochemical, fluorescence | Serine/threonine-protein phosphatase 5 (Homo sapiens), P53041 | purified PP5c, OMFP substrate fluorescence | inhibition, % at 6.7 µM | 0.18% of 320,000 active;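 active = inhibition above the campaign's mean inhibition across all tested compounds plus 3 SD, cut at about 9.5% in these data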;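 note: 0% = DMSO only and 100% = 100 µM cantharidin control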
CTSL1 counter – Fasciola hepatica cathepsin L1 inhibitors, primary screen, counter-screen for PFM18AAP inhibitor project, biochemical, QFRET, fluorogenic peptide substrate | recombinant F. hepatica cathepsin L1, Z-Leu-Arg-MCA fluorescence | inhibition, % at 5.96 µM | 0.49% of 300,000 active | AID 1906, 2009;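 active = inhibition above the mean of all tested compounds plus 3 SD, set per screening campaign, cut at about 17% in these data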;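 note: 0% = plate median of test compound wells and 100% = 1 µM Z-Phe-Ala-diazomethylketone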
proCasp7 act – procaspase-7 activators, primary screen, counter-screen for procaspase-3 activator project, biochemical, absorbance, HTS, human | Caspase-7 (Homo sapiens), P55210 | recombinant procaspase-7, Ac-DEVD-pNA absorbance 405 nm; D23A/D198A/D206A triple mutant, cannot self-cleave; scale: DMSO 0, 5 µM enzyme 100 | activation, % at 8.5 µM | 0.093% of 330,000 active | AID 463210, 2010;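 active = percent activation above the screen-wide mean plus 3 SD, cut at about 25% in these data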
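Assay system: Uncleavable procaspase-7 mutant enzyme / Input: 2 µM procaspase-7 mutant as dispensed / Dosing: single nominal 8.5 µM compound dose, 0.8% DMSO final / Timing: 1 h enzyme–compound preincubation and 2 h substrate reaction, both 25 °C / Detection: p-Nitroaniline absorbance at 405 nm, read at 0 and 120 min / Replication: singlicate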
PAFAH2 inh – PAFAH2 enzyme inhibitors, primary screen, biochemical, fluorescence polarization, human. 0.99% of 340,000 active. inhibition, % at 3.39 µM. recombinant PAFAH2, FP-rhodamine activity probe. Platelet-activating factor acetylhydrolase 2, cytoplasmic (Homo sapiens), Q99487;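 active = inhibition above the mean over all tested compounds plus 3 SD, cut at about 30% in these data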;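 note: inhibitors block probe labeling of enzyme so polarization drops; 0% = enzyme with DMSO and 100% = wells lacking PAFAH2 protein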
PP1 counter – PP1-alpha phosphatase inhibitors, primary screen, counter-screen for PP5 inhibitor project, biochemical, fluorescence, OMFP substrate, single point; Serine/threonine-protein phosphatase PP1-alpha catalytic subunit (Homo sapiens), P62136; purified PP1alpha; inhibition, % at 6.7 µM; 0.9% of 320,000 active;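 active = inhibition above the mean inhibition of all tested compounds plus 3 SD, computed separately for each screening campaign, cut at about 15% in these data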
AHR activator – AHR activators, primary screen, cell-based, luminescence, luciferase reporter, human; AHR-responsive luciferase reporter cells; activation, % at 5 µM; 2.5% of 320,000 active; in the data active = activation above about 47%;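 note: 0% = vehicle wells and 100% = reference agonist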
Target sequence (P35869 whole entry, looked up): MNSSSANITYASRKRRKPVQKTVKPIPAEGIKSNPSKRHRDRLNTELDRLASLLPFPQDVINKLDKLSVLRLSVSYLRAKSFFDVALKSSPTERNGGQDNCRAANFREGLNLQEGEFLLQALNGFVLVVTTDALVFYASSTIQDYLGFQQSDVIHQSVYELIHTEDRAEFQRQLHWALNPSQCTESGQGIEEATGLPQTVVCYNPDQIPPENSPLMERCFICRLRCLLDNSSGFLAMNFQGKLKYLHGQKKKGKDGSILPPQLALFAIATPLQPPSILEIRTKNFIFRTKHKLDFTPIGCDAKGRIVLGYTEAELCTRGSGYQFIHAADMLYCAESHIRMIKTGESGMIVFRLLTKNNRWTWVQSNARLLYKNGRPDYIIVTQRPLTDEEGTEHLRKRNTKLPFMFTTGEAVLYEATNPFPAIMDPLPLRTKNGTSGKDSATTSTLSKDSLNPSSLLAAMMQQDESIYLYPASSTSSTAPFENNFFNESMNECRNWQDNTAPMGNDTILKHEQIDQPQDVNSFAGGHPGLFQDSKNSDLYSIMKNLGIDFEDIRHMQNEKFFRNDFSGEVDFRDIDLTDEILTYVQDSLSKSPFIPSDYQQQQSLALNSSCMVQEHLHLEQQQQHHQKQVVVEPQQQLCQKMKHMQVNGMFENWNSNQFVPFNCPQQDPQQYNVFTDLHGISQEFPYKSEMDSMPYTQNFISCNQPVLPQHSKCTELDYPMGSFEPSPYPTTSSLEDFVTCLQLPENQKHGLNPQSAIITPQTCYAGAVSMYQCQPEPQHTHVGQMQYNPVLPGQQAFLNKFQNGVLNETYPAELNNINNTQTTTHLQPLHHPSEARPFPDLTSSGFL
Numbers without * were called inactive; / = no result given.

Every second line gives: core dimer inh | procasp3 activ | TPT1 inh | PP5 primary | CTSL1 counter | proCasp7 act | PAFAH2 inh | PP1 counter | AHR activator
- CSc1nc(-c2ccc(Cl)cc2)c(C#N)c(=O)[nH]1
→ -1.0 | 7.5 | 1.3 | 0.7 | -4.6 | 8.4 | -2.0 | 1.6 | -1.2
- CC(NC(=O)CCNC(=O)c1ccc(Br)cc1)c1ccc(S(N)(=O)=O)cc1 (stereo unspecified)
→ -6.7 | -11.5 | -0.1 | -1.7 | 0.3 | 6.4 | -2.3 | 8.4 | 7.0
- CC(C)[C@H](NC(N)=O)C(=O)NCCc1ccc(Cl)cc1
→ -3.0 | 7.3 | -1.9 | -0.9 | -3.6 | 3.5 | -1.4 | 3.3 | 0.4
- COC(=O)CSc1snnc1-c1ccc(Cl)cc1Cl
→ -1.2 | 1.2 | -4.7 | 0.3 | -3.9 | 2.9 | 4.0 | -2.3 | -0.2
- CS(=O)(=O)N(CC(=O)NC1CCCCCC1)Cc1ccccc1
→ -3.3 | 3.4 | 0.5 | 1.4 | 2.3 | 3.2 | -6.3 | -0.9 | -1.8
- COc1ccccc1OCc1n[nH]c(=S)n1Cc1ccccc1
→ 3.2 | -12.5 | 0.1 | -2.8 | 1.8 | -21.6 | 1.8 | 0.1 | 1.9
- CCOC(=O)Cn1c(=S)[nH]c2c(oc3ccc(Cl)cc32)c1=O
→ 16.1 | -3.0 | 0.8 | -0.6 | -0.3 | -2.2 | 7.2 | -2.1 | 4.3
- Cc1cc(Nc2c(C)cccc2C)n2nc(C)nc2n1
→ 4.5 | -6.0 | -1.5 | 1.5 | 1.6 | -12.4 | 2.2 | 1.8 | -0.7
- Cc1nc(C(C)NC(=O)c2cc(COc3ccc(F)c(F)c3)on2)cs1 (stereo unspecified)
→ 8.8 | 10.0 | 0.5 | 2.7 | 0.4 | -4.7 | -6.1 | -0.5 | 0.2
- Cn1c(Cl)cnc1C1CC(=O)c2cc(Cl)ccc2O1 (stereo unspecified)
→ -3.2 | -0.3 | -1.8 | -1.0 | -2.1 | -0.1 | 7.0 | -4.9 | 0.9
- Cc1ccc2c(CC(=O)OC(C)C(=O)Nc3ncc(Cl)cc3Cl)coc2c1 (stereo unspecified)
→ 11.4 | 9.0 | 2.8 | 1.2 | -28.3 | -0.3 | 7.5 | -2.6 | 4.1
- CN(C(=O)C1CCCO1)c1nnc(-c2cnccn2)s1 (stereo unspecified)
→ -2.4 | -1.6 | -3.8 | 1.2 | 2.8 | -9.8 | -1.1 | -0.1 | 6.5
- NNc1nc(-c2ccccc2Cl)c2cc(Br)ccc2n1
→ 2.5 | -11.6 | 1.4 | 2.1 | 6.2 | -15.6 | 1.2 | 6.2 | 8.2
- COc1ccc(C(=O)NCC(c2cccs2)N2CCOCC2)cc1OC (stereo unspecified)
→ / | 7.1 | / | 1.6 | / | 4.7 | -1.2 | -0.5 | 1.8
- CCOc1ccc(C2CC(=O)NC2=O)cc1 (stereo unspecified)
→ 3.1 | -0.9 | 0.0 | -0.9 | -1.7 | 9.7 | 1.0 | -3.4 | -0.3

Next results follow.
Every second line gives: core dimer inh | procasp3 activ | TPT1 inh | PP5 primary | CTSL1 counter | proCasp7 act | PAFAH2 inh | PP1 counter | AHR activator
- CC(C)CNC(=O)c1cccc2c1-c1ccccc1C2=O
→ -4.2 | -4.8 | -1.5 | -0.6 | -0.3 | 4.8 | 2.6 | -3.4 | -0.4
- O=C(Oc1cccnc1)c1ccc([N+](=O)[O-])cc1Cl
→ -4.8 | 7.6 | -3.4 | -2.4 | 3.6 | 4.7 | 2.0 | -0.1 | -1.3
- CC1CN(C(=O)c2ccc(Br)c(S(=O)(=O)N3CCOCC3)c2)CC(C)O1 (stereo unspecified)
→ / | 5.6 | / | -2.3 | / | -1.9 | -6.2 | -1.8 | 0.6
- COc1ccc(Nc2ncc(C(=O)N3CCC(C(N)=O)CC3)c3ccccc23)cc1
→ -6.3 | 4.5 | -6.0 | 2.0 | 5.4 | -5.5 | 10.6 | 6.4 | 5.8
- Cc1ccccc1CC(=O)Nc1cccnc1
→ -6.5 | 2.0 | -5.8 | 1.6 | 2.3 | -5.4 | -0.9 | 0.4 | 2.3
- C[C@@H]1CN([C@H](C)CO)C(=O)c2cc(NS(=O)(=O)c3cccs3)ccc2O[C@H]1CN(C)Cc1ccccc1
→ / | 1.9 | / | / | / | 8.0 | 2.2 | / | -0.6
- CCO/N=C(/c1nonc1N)N1CCN(c2ccc([N+](=O)[O-])cc2)CC1
→ 4.5 | -1.6 | 1.3 | 2.7 | 0.5 | -6.5 | -0.6 | 2.0 | -1.7
- O=C1/C(=C/c2ccc(F)cc2)CCC1C1CCCC1 (stereo unspecified)
→ 10.0 | -1.1 | -2.4 | -2.0 | -2.5 | -5.3 | -2.3 | -3.0 | -4.0
- CC1(C)O[C@@H]2[C@@H](CO[C@@]3(COS(N)(=O)=O)OC(C)(C)O[C@@H]23)O1
→ -4.6 | -6.8 | -0.2 | -0.4 | -5.7 | -7.0 | / | -2.4 | -3.2
- CC1(OC(=O)c2cccs2)C(=O)C=C2C=C(c3ccc(C#N)cc3)OC=C2C1=O (stereo unspecified)
→ 14.7 | -6.5 | 2.2 | 3.2 | -0.3 | 2.2 | / | 21.4* | 19.3
- O=C(CN1CCC(N2CCCCC2)CC1)N1CCOCC1
→ -3.7 | 0.1 | 0.1 | 2.5 | 0.0 | 3.3 | / | -3.4 | -1.7
- O=C(O)Cc1ccc(N=Nc2c(O)c(C(=O)O)cc3ccccc23)cc1
→ -8.5 | -4.8 | -2.0 | 0.1 | 7.3 | -10.4 | 24.1 | 15.1 | 30.4
- Cc1cccc(NC(=O)CN2CCN(CC(=O)Nc3cccc(C)c3)CC2)c1
→ -0.9 | 1.4 | 1.1 | 1.4 | -1.8 | 11.4 | 4.6 | 0.2 | 8.3
- O=C(c1ccc(S(=O)(=O)N2CCOCC2)cc1)N1CCN(S(=O)(=O)c2ccc(Cl)s2)CC1
→ 1.1 | -4.5 | -0.9 | 0.2 | 3.9 | 3.8 | -7.5 | -4.0 | -0.9
- Cc1ccc(N(C(=O)c2csnn2)C(C(=O)NC2CCCC2)c2cccnc2)cc1 (stereo unspecified)
→ 3.4 | -0.1 | -0.4 | -0.4 | -3.5 | 1.1 | -3.0 | -4.3 | 2.7

Next section; it opens with the 4 that closed the last part.
Every second line gives: core dimer inh | procasp3 activ | TPT1 inh | PP5 primary | CTSL1 counter | proCasp7 act | PAFAH2 inh | PP1 counter | AHR activator
- O=C(O)Cc1ccc(N=Nc2c(O)c(C(=O)O)cc3ccccc23)cc1
→ -8.5 | -4.8 | -2.0 | 0.1 | 7.3 | -10.4 | 24.1 | 15.1 | 30.4
- Cc1cccc(NC(=O)CN2CCN(CC(=O)Nc3cccc(C)c3)CC2)c1
→ -0.9 | 1.4 | 1.1 | 1.4 | -1.8 | 11.4 | 4.6 | 0.2 | 8.3
- O=C(c1ccc(S(=O)(=O)N2CCOCC2)cc1)N1CCN(S(=O)(=O)c2ccc(Cl)s2)CC1
→ 1.1 | -4.5 | -0.9 | 0.2 | 3.9 | 3.8 | -7.5 | -4.0 | -0.9
- Cc1ccc(N(C(=O)c2csnn2)C(C(=O)NC2CCCC2)c2cccnc2)cc1 (stereo unspecified)
→ 3.4 | -0.1 | -0.4 | -0.4 | -3.5 | 1.1 | -3.0 | -4.3 | 2.7
- CN(C)CCCCOc1ccc(Br)cc1Cl
→ -5.9 | -3.4 | 0.1 | 0.1 | -2.1 | 10.5 | 14.7 | 0.3 | -1.2
- CCN(CC)S(=O)(=O)c1cccc(-c2nnc(SCC(N)=O)n2CCc2ccccc2)c1
→ -7.4 | -0.4 | 1.3 | 0.3 | -4.2 | 4.5 | 0.1 | -0.8 | 2.4
- O=C(NC1(C(F)(F)F)NC(=O)N(c2ccccc2F)C1=O)c1ccncc1 (stereo unspecified)
→ -4.8 | 2.8 | -0.1 | 0.8 | 4.8 | 2.8 | 4.5 | -4.7 | -0.5
- COc1ccc(OC)c2[nH]c(=O)c(CCNC(=O)c3ccc4c(c3)OCO4)cc12
→ 4.0 | 5.8 | 2.8 | 1.7 | -4.0 | -4.8 | 2.0 | -1.6 | -2.9
- O=C(C1=C(O)C(=O)N(CC2CCCO2)C1c1cccc(Cl)c1)c1ccco1 (stereo unspecified)
→ -0.6 | -5.6 | 0.9 | 1.6 | -2.7 | -5.6 | -6.3 | 3.4 | -3.5
- COc1ccc(CNC(=O)Cc2cccs2)cc1OC
→ -0.8 | -3.6 | -5.4 | -0.1 | 1.4 | -8.8 | -2.8 | 1.8 | 0.9
- C=CCn1c(SCc2c(C(=O)OC)sc(N)c2C(=O)OC)nnc1-c1ccc(Cl)cc1
→ 2.8 | 3.2 | -2.1 | 1.2 | 0.8 | -11.4 | -0.9 | -1.3 | 11.7
- CCN(C(=O)CSc1nnc2c3ccccc3n(CC)c2n1)C1CCS(=O)(=O)C1 (stereo unspecified)
→ -2.1 | 3.9 | -0.7 | -0.1 | -0.6 | 7.4 | 0.3 | 0.2 | 1.8
- COc1ccc(O)c(C=NCC(C)N=Cc2cc(OC)ccc2O)c1 (stereo unspecified)
→ 9.1 | 15.1 | 1.5 | -1.1 | 2.5 | -2.8 | -0.9 | -3.0 | 1.3
- COC(=O)c1ccc(/C=N/NC(=O)CC(=O)NCC(C)C)cc1
→ 6.0 | -1.0 | -0.8 | 2.0 | -1.2 | -3.5 | -1.5 | -6.0 | -0.9
- COc1ccc(C(c2nnnn2Cc2cccs2)N2CCC(C(N)=O)CC2)c(OC)c1 (stereo unspecified)
→ 0.6 | -5.1 | -2.4 | -1.2 | -0.2 | 13.2 | -5.1 | -4.9 | 0.7
- Cc1nc(SC(C)C(=O)Nc2cccc(C(F)(F)F)c2)c2c(C)c(C(=O)O)sc2n1 (stereo unspecified)
→ 10.3 | 2.6 | 3.7 | -1.2 | -0.5 | 0.2 | 1.2 | 45.0* | 1.5
- CCOc1ccc2nc(NC(=O)C3CCN(C(=O)c4ccco4)CC3)sc2c1
→ -0.7 | 1.2 | 0.9 | 2.0 | -1.3 | -10.0 | -3.2 | 4.5 | -0.6
- O=C(NN1C(=O)c2ccccc2NC1c1ccccn1)c1ccc([N+](=O)[O-])cc1 (stereo unspecified)
→ -4.8 | 2.3 | -1.3 | 1.9 | -3.1 | 7.9 | 4.0 | 3.3 | 1.6
- O=C(Cc1c(Cl)cccc1Cl)Nc1cccc(S(=O)(=O)N2CCOCC2)c1
→ 11.4 | -7.0 | 0.1 | 1.6 | 2.0 | 2.8 | 6.2 | 2.4 | -0.9
